High-throughput results (PubChem)
GDH-TPI counter: GDH-TPI coupling enzyme inhibitors, primary screen, artefact control for M. tuberculosis FBA inhibitor project, biochemical, absorbance, full deck; 360,000 compounds, 1.2% hits; inhibition, % at 4.8 µM; GDH-TPI coupled enzyme counterscreen, NADH absorbance; in the data active = inhibition above about 30%;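 note: 0% = DMSO wells and 100% = wells lacking the enzyme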
3CLpro inhibitor: SARS-CoV 3CLpro protease inhibitors, primary screen, biochemical, quenched FRET | recombinant SARS-CoV 3CLpro, quenched FRET peptide cleavage | Replicase polyprotein 1ab (Severe acute respiratory syndrome coronavirus), P0C6X7 | 290,000 compounds, 0.14% hits | inhibition, % at 6 µM; in the data active = inhibition above about 12%
UGM FP inh: M. tuberculosis UGM enzyme inhibitors, primary screen, biochemical, fluorescence polarization, single point; purified UGM, fluorescence polarization probe displacement; inhibition, % at 10 µM; 320,000 compounds, 0.06% hits; AID 504406, 2011; in the data active = inhibition above about 10%, passing the limit was not always enough
Target sequence (P9WIQ1 whole entry, looked up): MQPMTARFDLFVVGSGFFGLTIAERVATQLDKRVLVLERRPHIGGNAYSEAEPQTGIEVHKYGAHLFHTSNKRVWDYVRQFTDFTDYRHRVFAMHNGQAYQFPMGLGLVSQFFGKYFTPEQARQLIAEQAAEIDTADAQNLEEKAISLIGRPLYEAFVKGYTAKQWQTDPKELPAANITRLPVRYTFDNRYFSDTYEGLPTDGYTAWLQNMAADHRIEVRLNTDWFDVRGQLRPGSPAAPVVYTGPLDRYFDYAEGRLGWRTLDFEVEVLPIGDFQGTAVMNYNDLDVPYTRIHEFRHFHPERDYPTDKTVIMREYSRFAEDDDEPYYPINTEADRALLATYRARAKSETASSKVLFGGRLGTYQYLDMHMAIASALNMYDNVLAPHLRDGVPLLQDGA
VHR inh abs: VHR1 phosphatase inhibitors, primary screen, biochemical, absorbance, uHTS; recombinant VHR phosphatase, pNPP absorbance; Dual specificity protein phosphatase 3 (Homo sapiens), P51452; inhibition, % at 13.3 µM; 290,000 compounds, 0.52% hits; in the data active = inhibition above about 50%; note: some compounds called inactive have numbers as strong as hits
Target sequence (P51452 whole entry, looked up): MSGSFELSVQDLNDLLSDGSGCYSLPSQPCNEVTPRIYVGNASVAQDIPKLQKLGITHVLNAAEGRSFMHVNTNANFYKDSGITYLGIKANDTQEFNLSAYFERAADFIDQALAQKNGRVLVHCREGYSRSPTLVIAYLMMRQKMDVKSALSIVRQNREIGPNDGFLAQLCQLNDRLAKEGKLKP
Mtb BioA inh: M. tuberculosis BioA enzyme inhibitors, primary screen, biochemical, plate reader, single point, HTS; inhibition, % at 9.99 µM; purified M. tuberculosis BioA enzyme; 360,000 compounds, 0.096% hits; in the data active = inhibition above about 40%
MazEF act: activators of E. coli MazEF toxin-antitoxin RNase, primary screen, biochemical, fluorescence, uHTS. FAM/BHQ RNA-DNA oligo cleavage fluorescence, 5 h. activation, % at 20 µM. 350,000 compounds, 0.32% hits. AID 504720, 2011; in the data active = activation above about 50%
Vc quorum ag: inducers of Vibrio cholerae quorum light production without autoinducers, primary screen, BH1578 luxS cqsA deficient, single point; V. cholerae BH1578 lux reporter, luminescence, 6 h; activation, % at 18.7 µM; 350,000 compounds, 0.16% hits; AID 588436, 2011; in the data active = activation mostly above about 9.7%, no sharp cut-off; note: not every result past the cut was called active; inactives centre near 0; reference of the scale not given here
Rv3671c protease: Rv3671c serine protease inhibitors, primary screen, biochemical, fluorescence polarization, M. tuberculosis H37Rv; P9WHR9; inhibition, % at 5.96 µM; 320,000 compounds, 0.048% hits; AID 2606, 2010; in the data active = inhibition above about 38%;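 note: extracellular domain of Rv3671c used as enzyme; 0% = enzyme with DMSO and 100% = no enzyme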
Target sequence (P9WHR9 whole entry, looked up, the tested form may be a part): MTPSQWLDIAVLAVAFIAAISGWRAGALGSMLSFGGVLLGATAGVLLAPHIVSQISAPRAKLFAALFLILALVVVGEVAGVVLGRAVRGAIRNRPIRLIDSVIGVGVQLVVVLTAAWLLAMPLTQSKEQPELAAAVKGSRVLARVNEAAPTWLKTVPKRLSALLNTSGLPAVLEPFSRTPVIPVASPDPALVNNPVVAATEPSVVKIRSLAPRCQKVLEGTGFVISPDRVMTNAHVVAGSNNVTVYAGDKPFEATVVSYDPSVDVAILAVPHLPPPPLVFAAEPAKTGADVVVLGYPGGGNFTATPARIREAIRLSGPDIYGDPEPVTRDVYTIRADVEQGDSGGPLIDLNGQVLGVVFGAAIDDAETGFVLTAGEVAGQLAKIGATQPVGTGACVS
SSB-PriA inh: inhibitors of Klebsiella pneumoniae PriA binding to SSB C-terminal tail, primary screen, biochemical, AlphaScreen; inhibition, % at 33 µM; PriA–SSB C-terminal tail interaction (Klebsiella pneumoniae); AlphaScreen SSBct-PriA binding, biotinylated peptide; 430,000 compounds, 0.6% hits; in the data active = inhibition mostly above about 37%, no sharp cut-off; inactive = mostly below about 20%;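 note: plate controls were negative control peptide for no effect and reference peptide for full effect; strong numbers were not always called active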
Mtb FBA inh: Mtb FBA enzyme inhibitors, primary screen, biochemical, fluorescence, strain H37Rv. 360,000 compounds, 2.3% hits. Fructose-bisphosphate aldolase (Mycobacterium tuberculosis (strain ATCC 25618 / H37Rv)), …. purified M. tuberculosis FBA, fluorescence read-out. inhibition, % at 1 µM; in the data active = inhibition above about 27%;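 note: 0% = vehicle and 100% = reference inhibitor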
Active calls of the source: *; i = inactive; x = not tested or not shown; & = joins results of further samples.

SMILES	GDH-TPI counter	3CLpro inhibitor	UGM FP inh	VHR inh abs	Mtb BioA inh	MazEF act	Vc quorum ag	Rv3671c protease	SSB-PriA inh	Mtb FBA inh
CCc1nc2ccc(C(=O)Nc3ccc4c(c3)OCO4)cc2nc1CC	15	5	2.7	-1	-1.6	-13	i	-4	3	4
S=c1[nH]nc(-c2cc(-c3ccccc3)n[nH]2)n1/N=C/c1ccccc1	-3	6	-0.6	11	0.9	-2	2.8	2	x	1
Cc1ccc(N2C(=O)N(CC(=O)N3CCOCC3)C(=O)C2C)cc1 (centres undefined)	-4	1	-0.8	-8	x	8	-0.1	12	-4	4
COc1c([N+](=O)[O-])c(=O)oc2ccccc12	4	2	2.9	-2	-2.2	7	-1.0	-5	-9	0
COc1ccc(NS(=O)(=O)c2cc(NC(=O)COc3ccccc3F)ccc2OC)cc1	4	x	-3.0	x	-0.1	5	i	-7	2	3
COc1cccc(-n2c(SCC(=O)Nc3nccs3)nnc2-c2ccoc2C)c1	12	4	-3.3	13	0.3	-2	-0.2	-5	19	5
CC[C@]12c3[nH]c4ccc(OC)cc4c3CCN1C(=O)C(CC(=O)NC/C=C(\C)CCC=C(C)C)C[C@@H]2C(=O)N1CCN(C(=O)c2ccco2)CC1 (some centres undefined)	1	x	x	x	-1.3	4	-1.6	x	1	6
CS(=O)(=O)N1CCN(C/C=C/c2ccccc2)CC1	-12	2	-1.2	15	x	4	i	-1	-4	-4
CCCCc1nnc(SCC(=O)NC2CCCCC2)n1C	0	0	-1.8	32	-0.7	4	i	5	2	0
COc1cccc(/C=N/NC(=O)CCc2c(C)n[nH]c2C)c1O	0	1	-0.4	29	x	-3	-0.5	13	x	3
COc1ccc(CNC(=O)C(c2ccncc2)N(C(=O)Cc2cccs2)c2ccccc2C)cc1 (centres undefined)	1	2	-2.4	16	1.0	-4	-4.8	-24	4	-6
COc1ccc([C@H]2C[C@@H](O)[C@H](n3cc(C4CC4)nn3)CN2C(=O)c2cccs2)cc1	6	x	x	x	-1.9	5	-0.4	x	x	3
COc1cc(/C=C2/NC(=O)NC2=O)ccc1OCC(=O)Nc1ccc(F)cc1	15	4	-1.7	14	-1.2	-13	-0.1	-15	-20	-1
CN(C)Cc1ccc(-c2nc3cccc4c3n2CCNC4=O)cc1	4	x	-2.8	x	-0.1	1	i	6	-35	16
C(=C\c1ccccc1)/C=N/Nc1ccc2nncn2n1	x	0	-1.2	21	x	7	x	2	i	x
O=c1c2c(-c3ccccc3)csc2ncn1/N=C/c1ccc(O)c([N+](=O)[O-])c1	7	3	1.9	7	x	-3	0.0	-1	x	-8
C=CCc1ccc(OCCOc2ccc(/C=N/n3cnnc3)cc2OCC)c(OC)c1	21	0	-1.5	16	-2.7	4	7.3	-4	x	3
CC1=C(O)C(=O)C(c2c(C)cc(C)c(Br)c2C)=C(O)C1=O	29	x	x	x	1.2	0	-0.7	x	x	3
COc1ccc(-c2csc(Nc3cccnc3)n2)cc1	-3	5	-1.0	-7	x	-1	i	-5	6	-3
COc1ccc(NC(=O)c2c(NC(=O)CNCc3ccco3)sc3c2CCC3)c(OC)c1	2	-1	-0.4	21	x	-10	i	6	2	3
CCn1cc(C(c2ccccc2)C(C(C)=O)[N+](=O)[O-])c2ccccc21 (centres undefined)	8	4	-0.7	35	2.5	4	-0.9	-3	-11	-3
Cn1cc([N+](=O)[O-])c(C(=O)N2CCN(Cc3ccc4c(c3)OCO4)CC2)n1	9	-1	1.6	-9	-2.8	5	i	0	1	0
COc1ccc(OC)c(NC(=O)CCCN2C(=S)NC(C)(C)CC2C)c1 (centres undefined)	1	7	3.0	-2	x	4	i	7	-2	-3
Fc1ccccc1NC(=S)N1CCOCC1	6	-10	0.8	11	1.4	-2	i	1	-8	2
O=C(CN(Cc1ccccc1)C(=O)CNS(=O)(=O)c1ccccc1)NCc1ccco1	4	-1	1.5	-12	-0.1	1	-0.6	-5	-2	0
O=C(CCNS(=O)(=O)c1ccc(OC(F)(F)F)cc1)NC1CC1	10	x	-3.3	x	-0.6	3	i	12	-7	-1
CC1(C)CC(=O)C2=C(C1)c1c(ccc3ccccc13)NC2c1ccco1 (centres undefined)	1	-4	1.3	24	3.0	3	i	-15	1	87*
Cc1ccc(NC(=O)c2ccc(NCCN)c([N+](=O)[O-])c2)cc1	-2	1	1.5	0	x	13	-0.4	-10	10	-4
C=Cc1ccc(Cn2c(C)c(C(=O)NCc3cccc(C(F)(F)F)c3)sc2=O)cc1	-12	x	x	x	-1.3	x	i	x	x	1
CN(c1ccc(C(=O)Nc2ccccc2C(F)(F)F)cc1)S(C)(=O)=O	-4	-6	1.6	-26	-0.6	3	i	2	-2	5
CCOC(=O)c1ccc2c(c1)nc(-c1ccccn1)n2CC	1	4	-1.0	4	-0.5	-4	-1.4	-13	-1	3
CC(=O)C1CCC2C3CCC4CC(O)CCC4(C)C3CCC12C (centres undefined)	1	x	-0.4	x	-2.1	3	i	5	-4	5
Clc1cccc(-c2ccnc3nc(-n4cccc4)nn23)c1	6	5	-1.5	21	x	7	i	0	-15	11
OCC1(Cc2ccccc2)CCN(Cc2ccccn2)CC1	-1	-3	-0.2	20	x	0	i	0	-1	-3
CCc1ccccc1Nc1nc(N)nc(COC(=O)CCS(=O)(=O)c2ccccc2)n1	0	x	6.2	x	x	3	i	6	-3	0
COc1ccc(Cn2cccc(NC(=O)Nc3cccc(C#N)c3)c2=O)cc1	19	-4	0.0	-9	-0.4	9	i	-4	-8	3
CC1(C)CC(=O)c2c(nn(-c3ccccc3)c2N)C1	6	2	-0.6	10	0.4	6	-2.0	-4	2	0
COc1ccc(N(C(=O)/C=C/c2ccccc2)C2=CC3CCC(C2)N3C)cc1 (centres undefined)	14	-8	-1.6	20	0.4	5	-0.5	1	6	-4
Cc1cc(=O)n2nc(N3CCC(C(=O)NCc4cccc(Cl)c4)CC3)sc2n1	11	2	-0.2	6	-0.9	3	i	-6	-2	2
O=S(=O)(/C=C/C=C/S(=O)(=O)c1ccccc1)c1ccccc1	9	x	x	x	x	-4	i	x	1	4
Cc1ccc(Cn2ncc3c(NCCCN(C)C)ncnc32)cc1	-5	-3	-0.1	5	0.5	2	i	2	-2	-6
CC(=NCCCN1CCOCC1)c1c(O)n(Cc2ccccc2)c(=O)[nH]c1=O	-5	1	3.7	-2	3.1	4	i	0	-9	-2
COc1ccc(N=Cc2nc(-c3ccccc3)oc2OC(C)=O)cc1	-3	3	1.5	8	-0.6	-25	i	2	12	-3
c1ccc2c(c1)N1CCN=C1N2CCN1CCCCC1	3	-1	4.6	22	-3.0	-19	0.9	-6	-16	1
CCCOc1ccc2cc(C(=O)NCc3ccccc3)c(=O)oc2c1	8	1	-2.3	12	-3.3	1	-1.2	-4	6	44*
O=c1[nH]c(=O)n(Cc2ccc(F)cc2)c(O)c1C=NCCN1CCCCC1	-5	3	-0.8	23	-2.4	7	-0.7	-1	-10	-4
Oc1ccc(CNc2ccccc2)c2cccnc12	10	1	-0.9	8	-1.9	1	-1.3	-6	-16	1
CSc1cccc(NC(=S)N(CCCN2CCCC2)Cc2cccn2Cc2ccc(Cl)cc2)c1	1	-3	0.8	14	-5.8	-7	i	1	24	3

Quoted from the listing:
Result for O=S(=O)(/C=C/C=C/S(=O)(=O)c1ccccc1)c1ccccc1 in Mtb FBA inh: 4
Result for CC1(C)CC(=O)c2c(nn(-c3ccccc3)c2N)C1 in Mtb FBA inh: 0
Result for Cc1cc(=O)n2nc(N3CCC(C(=O)NCc4cccc(Cl)c4)CC3)sc2n1 in Mtb FBA inh: 2
Result for COc1ccc(N(C(=O)/C=C/c2ccccc2)C2=CC3CCC(C2)N3C)cc1 (centres undefined) in GDH-TPI counter: 14

Entries of single compounds, looked up by structure. Order of values: GDH-TPI counter | 3CLpro inhibitor | UGM FP inh | VHR inh abs | Mtb BioA inh | MazEF act | Vc quorum ag | Rv3671c protease | SSB-PriA inh | Mtb FBA inh
C=CCc1ccc(OCCOc2ccc(/C=N/n3cnnc3)cc2OCC)c(OC)c1 is entered as 21 | 0 | -1.5 | 16 | -2.7 | 4 | 7.3 | -4 | x | 3
C=Cc1ccc(Cn2c(C)c(C(=O)NCc3cccc(C(F)(F)F)c3)sc2=O)cc1 is entered as -12 | x | x | x | -1.3 | x | i | x | x | 1

(list continues)
SMILES	GDH-TPI counter	3CLpro inhibitor	UGM FP inh	VHR inh abs	Mtb BioA inh	MazEF act	Vc quorum ag	Rv3671c protease	SSB-PriA inh	Mtb FBA inh
CCCCC(=O)Nc1ccc2c(c1)nc(CCN1CCOCC1)n2C	6	0	-1.2	14	1.1	-10	-0.3	6	-3	5
COC(=O)c1ccc(-n2cnc(Cl)n2)c(F)c1	6	0	-3.9	10	x	6	-0.6	-1	-10	0
O=C(c1ccco1)N1N=C(c2cccs2)CC1c1ccc(F)cc1 (centres undefined)	21	-1	2.1	-13	6.4	6	-0.7	-5	-12&6	1
CSCCOC(=O)C1=C(C)NC(=O)CC1c1ccccc1Cl (centres undefined)	3	1	0.4	10	0.4	2	0.7	-4	-2	9
Cc1nc2cc3c(cc2s1)OCO3	-6	2	-1.3	16	-1.1	10	5.3	3	-7	-1
Cc1ccc(C)c(N2CCN(C(=O)c3ccc4nc(N5CCOCC5)sc4c3)CC2)c1	7	9	-0.5	12	-0.7	1	i	1	-2	0
O=C(COC(=O)Cc1cccs1)Nc1ccc(OC(F)(F)F)cc1	-9	x	-2.9	x	-0.8	1	-0.5	4	-20	-1
COCCN=C1N[C@@H](c2cccc(C(F)(F)F)c2)C(C(=O)OC)=C(C)N1Cc1ccccc1	5	-11	-2.8	13	2.6	9	i	3	-14	0
O=C(Nc1ccc(F)cc1)C1CC(=O)n2cnnc2N1 (centres undefined)	1	-1	0.7	12	-1.1	0	1.1	-1	-1	1
CCSc1ccc(C(=O)NCC(=O)O)cc1	-3	3	-0.5	9	-0.7	5	i	-2	-13	-1
CC1CCN(C(=O)CSc2nnc(CNC(=O)c3ccc(F)cc3)o2)CC1	1	1	2.5	-29	-0.3	5	-0.3	4	-5	-1
CCCC(c1nnnn1C(C)(C)CC)N(Cc1ccco1)Cc1cc2ccc(OC)cc2[nH]c1=O (centres undefined)	24	-3	x	-10	x	-1	-0.4	x	-3	9
COCCNC(=O)CSc1n[nH]c(=O)n1CCc1ccccc1	4	-1	-0.3	x	-2.5	-2	1.2	-10	-2	0
O=C(O)c1c[nH]n2c(=S)ncnc12	4	x	x	x	2.3	6	0.2	x	x	2
COc1ccc(C(=O)Nc2nnc(C(F)(F)F)s2)cc1	19	3	2.2	10	-4.5	-4	-1.4	-6	3	4
Cc1cc(C(=O)NCc2cccs2)cs1	0	0	0.8	10	x	-3	0.0	-2	-12	2
CN(C(=O)Nc1ccccc1)C1CCS(=O)(=O)C1 (centres undefined)	1	4	-0.6	-22	1.0	2	i	1	-3	1
Cc1ccc(NC(=O)c2nnn(-c3cc(C)cc(C)c3)c2N)cc1	11	6	4.4	41	-0.3	3	-17	-1	-16	2
O=[N+]([O-])c1cc(Cl)cc(/C=N/NC(=S)Nc2cc(S(=O)(=O)N3CCOCC3)ccc2Cl)c1O	9	4	0.4	40	x	-5	-4.4	21	x	-8

Only part of the results is shown (hit frequency here may not be typical).
